# FLuc inh counter = Photinus pyralis luciferase inhibition counter-screen; 200,000 tested, 1.5% active; AID 1006; ATPLite firefly luciferase biochemical luminescence, 10 min; inhibition, % at 10 µM;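 active means inhibition above about 50% when tested at 10 µM, limit read from the data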
# Target sequence (P08659 whole entry, looked up): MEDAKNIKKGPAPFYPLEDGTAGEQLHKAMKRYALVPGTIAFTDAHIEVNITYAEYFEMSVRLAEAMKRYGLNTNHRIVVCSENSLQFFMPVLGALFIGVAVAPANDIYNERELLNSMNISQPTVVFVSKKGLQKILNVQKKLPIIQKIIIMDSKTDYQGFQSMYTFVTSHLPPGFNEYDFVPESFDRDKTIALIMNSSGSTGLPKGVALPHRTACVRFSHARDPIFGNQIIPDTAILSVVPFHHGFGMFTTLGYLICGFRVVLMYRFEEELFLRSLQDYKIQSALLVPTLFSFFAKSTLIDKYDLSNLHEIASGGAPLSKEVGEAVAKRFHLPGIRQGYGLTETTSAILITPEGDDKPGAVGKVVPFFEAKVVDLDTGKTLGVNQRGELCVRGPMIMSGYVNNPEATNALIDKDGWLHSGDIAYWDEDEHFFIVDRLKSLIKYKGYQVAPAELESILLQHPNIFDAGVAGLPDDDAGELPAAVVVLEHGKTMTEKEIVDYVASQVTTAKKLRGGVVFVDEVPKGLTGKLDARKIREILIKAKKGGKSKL
# FLuc act counter = affects firefly luciferase, flagging false hits in luciferase stimulation screens; P08659; ATPlite luciferase biochemical, luminescence, 10 min; 0 = ATP-free wells, 1 = DMSO control; activation factor at 10 µM; 200,000 tested, under 10 active;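 active means luciferase activation factor, scaled between plate controls, of at least 2 with compound at 10 µM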
#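 Assay system: Luciferase/luciferin reagent mix; Medium: PBS as buffer for the ATP substrate; Dosing: test compounds dosed from 2 mM stocks in 100% DMSO; Times: 10 min, room temperature; Signal: luminescence from luciferase reaction; Read-out: luciferase activation; Controls: No-ATP low control, compound-free enzyme-plus-ATP high control.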
# NF-kB neuron act = NF-kB expression increase, human neuronal cells | NF-kB reporter expression; hits give high values | AID 1239 | fold change at 12.5 µM | 190,000 tested, 1.6% active; in the data active means fold change above about 3.3
# PMI act hi M6P = activators of human phosphomannose isomerase at near-saturating mannose 6-phosphate; P34949; activation factor at 20 µM; 190,000 tested, 0.34% active; coupled PMI enzyme assay, resazurin fluorescence, 20 min; hits give high values; 1 = untreated enzyme, 0 = substrate-free blank;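 active means activation factor of 2 or more at 20 µM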
# Target sequence (P34949 whole entry, looked up): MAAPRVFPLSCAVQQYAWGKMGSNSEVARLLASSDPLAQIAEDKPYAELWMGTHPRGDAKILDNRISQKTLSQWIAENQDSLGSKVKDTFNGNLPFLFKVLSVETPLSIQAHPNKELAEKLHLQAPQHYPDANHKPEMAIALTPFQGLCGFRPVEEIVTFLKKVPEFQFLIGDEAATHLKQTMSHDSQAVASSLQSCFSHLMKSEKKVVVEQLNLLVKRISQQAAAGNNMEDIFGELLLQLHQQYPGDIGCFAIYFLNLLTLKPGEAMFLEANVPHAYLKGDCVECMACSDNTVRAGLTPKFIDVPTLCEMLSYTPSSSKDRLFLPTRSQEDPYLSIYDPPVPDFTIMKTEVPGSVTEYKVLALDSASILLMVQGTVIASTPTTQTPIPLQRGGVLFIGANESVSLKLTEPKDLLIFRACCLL
#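 Material: human phosphomannose isomerase with PGI, G6PDH, diaphorase coupling enzymes; amount: PMI at 15 ng/mL final; also added: Mannose-6-phosphate 1.0 mM (near-saturating) plus 0.22 mM NADP+; incubation: enzyme reaction with compound 20 min at room temperature; signal: resorufin fluorescence (Ex 544/Em 590 nm) from resazurin via diaphorase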
# APP 5'UTR act = activates APP 5'UTR luciferase reporter. SH-SY5Y APP 5'UTR luciferase reporter, luminescence; zero percent = DMSO vehicle wells. activation, % at 2 µM. 190,000 tested, 1% active. AID 1276;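 active means activation above a set limit, based on mean plus 3 SD of controls, cut at about 140% in these data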; further: values of inactives mirror those of a sister screen read the other way
# TNAP inh hi DEA = blocks human TNAP under high phosphate acceptor concentration; 200,000 tested, 0.03% active; purified TNAP, CDP-star luminescence, 1 M DEA; AID 1135; P05186; inhibition, % at 20 µM;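 active means over 50% inhibition of tissue-nonspecific alkaline phosphatase at 20 µM in the single-dose screen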;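 further: plate controls were DMSO wells for no effect and EDTA-quenched wells as full inhibition for full effect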
# TNAP inh noacc = blocks human TNAP activity with no phosphate acceptor present | purified TNAP, CDP-star luminescence, 30 min | inhibition, % at 20 µM | 200,000 tested, 0.26% active;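 active means tissue-nonspecific alkaline phosphatase inhibition above about 50% at 20 µM in the single-dose screen, limit read from the data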;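 further: 0% = DMSO negative control and 100% = EDTA positive control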
# PMI act = phosphomannose isomerase (human) activation; purified human PMI, coupled resazurin fluorescence, 20 min; hits give high values; 1 = vehicle control, 0 substrate-free wells; activation factor at 20 µM; 190,000 tested, 0.005% active; AID 1214;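 active means activation factor of 2 or more at 20 µM, relative to plate controls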
# TNAP act hi DEA = TNAP (human) activation, high acceptor. purified TNAP, CDP-star luminescence, 1 M DEA, 30 min; hits give high values; 0 = EDTA background, 1 = DMSO-only activity. AID 1136. activation factor at 20 µM. 200,000 tested, under 10 active;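 active means activation factor at least 2 at 20 µM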
#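 Control set: EDTA negative control, DMSO positive control / Assay system: human TNAP / Quantity: TNAP 1/800 final / Evaluation: TNAP activation factor scaled between EDTA and DMSO control wells / Measured by: luminescent substrate turnover signal / Compound dosing: one dose, 20 µM / Times: 30 min enzyme reaction at room temperature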
# bIAP activator = increases bovine intestinal alkaline phosphatase activity; purified bovine IAP, CDP-star luminescence, 30 min; hits give high values; fold of DMSO-control signal, blank-subtracted; activation factor at 20 µM; 200,000 tested, 0.17% active; AID 1016;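 active means activation factor of 2 or more at 20 µM, a signal rise over negative controls twice the positive control's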
# Starred values were filed as active, the others as inactive; · = no result given.
SMILES,FLuc inh counter,FLuc act counter,NF-kB neuron act,PMI act hi M6P,APP 5'UTR act,TNAP inh hi DEA,TNAP inh noacc,PMI act,TNAP act hi DEA,bIAP activator
S=c1[nH]nc(Cc2cccs2)n1-c1cccc2ccccc12,-2.0,1,0.95,1.1,4.2,7.5,2.2,1.1,0.9,1
CCOC(=O)N1CCN(c2ccc(Cl)c(Cl)c2)CC1,-9.7,1.1,1.32,0.9,-1.2,-2.9,-3.4,0.9,1,0.9
CC(C)CN(CC(C)C)C(=S)NC1CCCCC1,-2.2,1,1.13,1.1,10.3,4.4,-0.1,1.1,1,0.9
CC(C)(C)c1ccc(C(=O)N2CCCCCC2=O)cc1,0.0,1,0.46,1,-56.9,0.1,-8.6,1.1,1,1
CC1(C)CC(=O)C(C=NCC2CCNCC2)=C(O)C1,-6.6,1.1,1,0.9,3.7,-1.2,-15.0,0.8,1,0.9
COc1ccc(-c2ncc(CN3CCC(CO)(Cc4cccc(OC)c4)CC3)cn2)cc1,-8.8,1.1,0.87,1,18.2,-6.6,-9.2,0.9,1.1,0.9
Cc1oc(C(=O)O)cc1COc1ccc2c(C)cc(=O)oc2c1,-4.2,1,0.95,0.9,12.3,-6.1,-14.3,0.9,1.1,0.9
Cc1nn(-c2ccccc2)c(NC(=O)c2cccs2)c(-c2ccccc2)c1=O,-4.6,1,1.11,1.1,-3.1,-2.7,6.6,1.1,1,1.1
COC(=O)CSc1nnc(CNS(=O)(=O)c2ccc(Br)cc2)n1C,-3.4,1,1.15,0.9,-3.8,-4.0,-5.4,0.9,1,1
CC(OC(=O)CN1C(=O)NC(C)(C)C1=O)C(=O)c1ccccc1 (stereo not given),-5.0,1.1,1.14,1,24.6,-3.6,-18.0,0.9,1,0.9
N/C(=N\OC(=O)COc1ccc(Cl)cc1Cl)c1cccnc1,20.4,0.8,1.5,0.9,69.3,-3.8,-7.1,1,1,1
COc1ccc(C(=O)c2ccc(Cl)cc2)c2ccccc12,-7.2,1.1,2.87,0.9,-2.8,-6.1,-8.9,0.9,1.1,0.7
CCc1nnc(NC(=O)CSc2nnnn2C)s1,-4.5,1,1.22,1.1,12.3,2.8,-6.4,1,1,1.1
COc1ccc(-c2nc(NC(=O)c3nc4nccc(C)n4n3)sc2C)cc1,-3.8,1,0.91,0.8,5.1,-3.9,-30.1,0.9,1,1.1
CC(C)CNC(=S)Nc1ccccc1F,-2.0,1,1.01,1.1,9.9,-9.6,-3.6,1,1.1,1.4
S=C(c1ccc(-c2ccc(Br)cc2)o1)N1CCCCC1,59.2*,0.4,5.64*,·,158.7*,2.1,-2.0,·,1,0.9
CC(C(=O)N=Nc1c(O)[nH]c2ccccc12)n1cnc2ccccc2c1=O (stereo not given),2.8,1,0.95,1.1,-20.2,4.0,12.7,1.1,1,1
NC(=O)c1oc2ccccc2c1NC(=O)c1ccc(F)cc1,1.6,1,0.69,0.9,-3.6,-1.0,-13.5,1,1,0.9
CC(C(=O)N1CCCc2ccccc21)N1CCN(c2ccccn2)CC1 (stereo not given),-5.7,1.1,1.11,1,-3.4,-3.6,-13.1,1,1,1.1
N#CC(C(N)=O)=C1CCC2(CC1)OCCCCO2,-5.1,1.1,2.55,0.9,8.5,-4.1,-12.1,0.9,1,0.8
COc1cccc(N2C(=O)C(Cc3c[nH]c4ccccc34)NC2=S)c1 (stereo not given),-6.3,1.1,0.93,1.1,11.6,-5.6,-2.5,1.2,1.1,0.8
O=C(N/N=C/c1ccccc1OC(=O)c1ccc2c(c1)OCO2)c1cccc(F)c1,-3.7,1,1.19,1.1,0.9,-3.3,-9.8,1.1,1,1
CCC(C)NC(=O)CCS(=O)(=O)c1ccc(Br)s1 (stereo not given),1.0,1,1.03,1,-5.2,-0.9,-6.3,0.9,1,1
COc1cc(/C=N/NC(=O)c2ccc(CN(C)S(=O)(=O)c3ccc(C)cc3)cc2)ccc1O,-8.0,1.1,0.92,1,-9.7,-5.7,-2.5,0.9,1.1,1.1
CC(=O)Oc1ccc(-c2csnn2)cc1,-2.2,1,0.93,1,3.5,-7.1,-11.2,1,1.1,0.9
SMILES,FLuc inh counter,FLuc act counter,NF-kB neuron act,PMI act hi M6P,APP 5'UTR act,TNAP inh hi DEA,TNAP inh noacc,PMI act,TNAP act hi DEA,bIAP activator
CCOc1ccc(C(=O)Nc2ccc(NC(=S)NC(=O)CC)cc2)cc1Cl,-4.3,1,1.34,1,6.3,2.1,-12.4,0.8,1,0.8
Cc1[nH]c2ccccc2c1/C=N/NC(=S)NCc1ccccc1,-6.5,1.1,1.05,1,-6.9,-4.0,-10.8,1,1,0.9
CCCC(=O)OCC(=O)Nc1cc(Cl)ccc1[N+](=O)[O-],-2.8,1,1.07,1,14.4,-1.5,-1.5,1,1,0.9
N#CC(Sc1ccccn1)c1ccc(Cl)cc1Cl (stereo not given),-8.4,1.1,1.16,1,5.5,-7.3,-3.4,1,1.1,0.9
O=C(CSc1nnc(-c2cnccn2)n1Cc1ccco1)c1ccc2ccccc2c1,-9.0,1.1,0.91,1.1,-1.8,-3.7,-0.4,1,1,0.9
CCN(CC)C(c1ccc(F)cc1)c1nnnn1CC1CCCO1 (stereo not given),-5.5,1.1,1.26,1,13.4,-2.5,-8.8,1.1,1,0.9
Cc1cc(C)cc(NC(=O)c2cccn2-c2ncc(C(F)(F)F)cc2Cl)c1,-6.4,1.1,1.13,0.9,-9.2,-3.2,-7.0,0.9,1,1
S=c1[nH]nc2c3c4c(sc3ncn12)CCCC4,2.6,1,1.26,0.7,-6.1,-5.1,58.0*,0.6,1.1,0.6
O=C(COC(=O)C1CC1)NCc1ccccc1Cl,4.7,1,1.35,1,9.9,-5.5,-11.5,1,1.1,0.8
CC(=O)N1CCN(C(=O)Cn2c(=O)oc3ccccc32)CC1,-2.7,1,0.87,0.8,5.3,0.9,-2.2,0.9,1,1
Cc1ccc(S(=O)(=O)N2CCOCC2)cc1C(=O)NC1CCCCC1,-0.5,1,1.1,1.1,3.9,-7.5,-10.5,1.1,1.1,1
CCN(CC)S(=O)(=O)c1ccc(NC(=O)Cn2c(=O)oc3ccccc32)cc1,-5.2,1.1,1,1,10.3,-3.9,-8.5,0.9,1,0.9
CCCn1c(NCc2ccc(C)o2)nc2ccccc21,-0.5,1,1.05,0.9,-3.8,-3.0,-10.3,0.9,1,0.8
COc1ccc(NC(=O)CSc2nnc(-c3ccccc3)n2N)cc1,-3.4,1,1.04,0.9,-25.5,-3.8,-8.2,1,1,0.9
CCSC1=N/C(=C\c2ccc(C)s2)C(=O)S1,14.3,0.9,1.23,0.9,9.9,7.4,10.7,0.8,0.9,1
O=C(CSc1ccc(Cl)cc1)Nc1cccc(-c2nnc(-c3ccco3)o2)c1,-9.9,1.1,2.45,1,14.7,-1.7,1.5,0.9,1,1
COc1ccc(-c2nc(C)ncc2N=Nc2ccccc2)cc1,-4.3,1,0.72,0.9,-18.3,3.5,-0.9,0.8,1,0.9
O=C1NC(=O)C2(COC(c3cccnc3)OC2)S1 (stereo not given),-3.1,1,1.1,1,-4.0,-4.6,-4.9,1,1,0.7
COc1ccc(CCNS(=O)(=O)c2c(N)n(C)c(=O)n(C)c2=O)cc1OC,-1.0,1,1.16,1,9.4,0.3,-6.9,1.1,1,1
CCCCCC(O)CCC(=O)NNC1=CC(=O)CC(C)(C)C1 (stereo not given),-1.2,1,1.15,0.8,16.9,-2.0,-7.4,1,1,1.1
CN(C)C(CNC(=O)c1cccc(OC(F)F)c1)c1ccco1 (stereo not given),-3.0,1,1.02,1,-8.4,-1.7,-0.9,1,1,1
COCCn1c(C)cc(C(=O)CN2C(=O)NC3(CCCCCCC3)C2=O)c1C,-6.3,1.1,1.6,1,44.0,-4.9,-3.9,0.9,1,1.1
CS(=O)c1ccccc1O (stereo not given),-4.8,1,1.2,1.1,12.2,-5.6,-15.3,1.1,1.1,1
O=C(COC(=O)CCC(=O)c1cccs1)NC(=O)c1ccc(OC(F)F)cc1,-4.3,1,1.11,1,-2.7,-1.1,-17.0,1,1,1
COc1cc(/C=C(\C#N)c2ccccn2)ccc1OCC(=O)Nc1c(Cl)cccc1Cl,-3.0,1,1,1.2,14.6,-2.5,-7.9,1.2,1,0.9

# Part of the list above, with tabs.
SMILES	FLuc inh counter	FLuc act counter	NF-kB neuron act	PMI act hi M6P	APP 5'UTR act	TNAP inh hi DEA	TNAP inh noacc	PMI act	TNAP act hi DEA	bIAP activator
Cc1ccc(S(=O)(=O)N2CCOCC2)cc1C(=O)NC1CCCCC1	-0.5	1	1.1	1.1	3.9	-7.5	-10.5	1.1	1.1	1
COc1ccc(NC(=O)CSc2nnc(-c3ccccc3)n2N)cc1	-3.4	1	1.04	0.9	-25.5	-3.8	-8.2	1	1	0.9
O=C(CSc1nnc(-c2cnccn2)n1Cc1ccco1)c1ccc2ccccc2c1	-9.0	1.1	0.91	1.1	-1.8	-3.7	-0.4	1	1	0.9
CCCCCC(O)CCC(=O)NNC1=CC(=O)CC(C)(C)C1 (stereo not given)	-1.2	1	1.15	0.8	16.9	-2.0	-7.4	1	1	1.1

# Next structures follow.
SMILES,FLuc inh counter,FLuc act counter,NF-kB neuron act,PMI act hi M6P,APP 5'UTR act,TNAP inh hi DEA,TNAP inh noacc,PMI act,TNAP act hi DEA,bIAP activator
COc1ccc(C(CC(=O)O)NC(=O)C2CCCCC2)cc1 (stereo not given),-3.8,1,0.83,1.1,11.6,-5.2,-8.9,1.1,1.1,1
O=C(c1ccc(F)cc1F)N1CCN(c2n[nH]c(=O)[nH]c2=O)CC1,4.0,1,1.1,1.1,-0.2,7.0,2.7,1.1,0.9,0.9
Cc1[nH]c(=S)sc1Cc1ccc(F)cc1,2.7,1,1.19,0.9,-0.7,1.1,19.2,0.8,1,1
CN1CCN(c2ccc([N+](=O)[O-])cc2S(=O)(=O)N2CCOCC2)CC1,-5.3,1.1,1.08,0.8,9.0,-0.7,-4.8,0.9,1,1
CCN1C(=O)C(CC(=O)NC)N(NC(=O)c2ccccc2)C1=S (stereo not given),-1.0,1,1.16,1,11.9,-6.4,-5.7,1,1.1,1.1
Cc1cccc(N2C(=O)CC(Sc3nnc(C)s3)C2=O)c1 (stereo not given),-4.4,1,1.12,1,-15.8,3.7,-2.0,1,1,1
CCOC(=O)C(=O)Nc1sc(C(=O)N2CCOCC2)c(C)c1C#N,-5.6,1.1,0.96,1,11.5,-4.8,-3.6,1,1,0.9
O=C(COC(=O)c1ccccc1)Nc1cc(Cl)ccc1Oc1ccccc1,-2.7,1,0.89,1,19.0,-5.4,-10.4,0.9,1.1,0.9
Cn1nc(C(=O)Nc2sccc2C(N)=O)ccc1=O,-3.0,1,1.03,0.8,3.2,-0.5,-6.7,0.9,1,0.8
Cc1c(C(=O)O)sc2ncn(C)c(=O)c12,-3.1,1,1.08,1,0.1,1.4,-4.3,0.9,1,1
Cc1ccc(C(=O)C2C(=O)c3ccccc3C2=O)cc1,-3.8,1,1.23,1,2.9,-2.1,-10.3,1,1,1
Cc1ccc(S(=O)(=O)N2CCC(=O)N(C(COCc3cccc(C(F)(F)F)c3)Cc3ccccc3)CC2)cc1 (stereo not given),-2.8,1,1.65,0.8,-3.4,-5.7,-10.7,0.9,1.1,0.7

# Screens from PubChem BioAssay.
